# Screens: PubChem BioAssay, Broad Institute
# EWS-Fli block: inhibitors of EWS/Fli oncoprotein transcriptional activity. A673 NR0B1-luciferase reporter, viability-normalised. inhibition, % at 12.6 µM. hit rate 0.67% among 350,000;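 active means mean inhibition of at least 50% after viability correction, with every replicate also passing that limit; inconclusive means mean reaches 50% but only one of two replicates passes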;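 further: firefly luciferase signal divided by Alamar Blue viability fluorescence both relative to DMSO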
# ERAP1 inh: blocks human ERAP1 aminopeptidase activity; Q9NZ08; recombinant ERAP1, Leu-AMC fluorescence, 60 min; inhibition, % at 10.7 µM; hit rate 0.15% among 340,000;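 active means mean replicate inhibition of at least 30%, or all replicates individually reaching that 30% level; inactive means mean below 30% and not every replicate reaching it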;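 further: 0% = neutral control wells and 100% = L-leucinethiol positive control wells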
# Target sequence (Q9NZ08 whole entry, looked up): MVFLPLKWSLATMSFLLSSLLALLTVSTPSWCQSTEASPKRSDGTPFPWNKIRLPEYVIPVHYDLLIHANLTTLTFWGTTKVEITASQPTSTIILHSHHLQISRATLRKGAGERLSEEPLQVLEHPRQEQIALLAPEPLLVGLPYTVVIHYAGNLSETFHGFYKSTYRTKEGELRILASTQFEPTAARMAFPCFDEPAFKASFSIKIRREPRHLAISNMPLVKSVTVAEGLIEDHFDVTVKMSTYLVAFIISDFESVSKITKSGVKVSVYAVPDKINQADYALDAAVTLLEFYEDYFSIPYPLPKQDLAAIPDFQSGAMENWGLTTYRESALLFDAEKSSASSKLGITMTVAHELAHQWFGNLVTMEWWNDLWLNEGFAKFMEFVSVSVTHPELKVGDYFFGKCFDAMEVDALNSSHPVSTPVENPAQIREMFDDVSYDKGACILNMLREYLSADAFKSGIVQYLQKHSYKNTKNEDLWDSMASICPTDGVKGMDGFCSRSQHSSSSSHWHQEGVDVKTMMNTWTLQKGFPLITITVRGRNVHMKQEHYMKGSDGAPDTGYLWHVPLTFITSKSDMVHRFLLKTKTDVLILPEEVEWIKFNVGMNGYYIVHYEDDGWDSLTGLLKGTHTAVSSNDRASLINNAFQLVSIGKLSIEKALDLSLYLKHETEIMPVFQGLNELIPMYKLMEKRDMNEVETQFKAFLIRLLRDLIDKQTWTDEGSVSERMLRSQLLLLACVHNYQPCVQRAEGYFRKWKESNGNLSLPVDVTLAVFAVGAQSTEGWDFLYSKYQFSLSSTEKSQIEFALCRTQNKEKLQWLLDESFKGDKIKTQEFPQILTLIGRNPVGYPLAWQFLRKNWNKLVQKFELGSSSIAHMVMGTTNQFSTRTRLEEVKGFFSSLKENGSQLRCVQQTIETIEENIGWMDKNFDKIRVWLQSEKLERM
# S100A4 inh HTS: inhibitors of human S100A4 binding to myosin IIA peptide. hit rate 0.14% among 360,000. S100A4/TAMRA-MyoIIA peptide fluorescence polarization. P26447. inhibition, % at 10.7 µM. AID 652163;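 active means mean inhibition of at least 70% across replicates, with every replicate also reaching that level; inconclusive means mean inhibition reaches 70% but some replicates fall short; inactive means mean inhibition below 70%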
# Target sequence (P26447 whole entry, looked up): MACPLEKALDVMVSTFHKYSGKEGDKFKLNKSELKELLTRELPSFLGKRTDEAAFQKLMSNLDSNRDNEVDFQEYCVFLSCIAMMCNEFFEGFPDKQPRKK
#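 Material: S100A4 monomer protein | Medium: HEPES pH 7.2 with CaCl2, KCl, NaCl, DTT, Triton | Reagent: Labelled myosin peptide probe, 5 nM | Doses: One dose per compound | Times: 5 min incubation before reading | Benchmarks: Neutral control DMSO, positive control TFP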
# PglD inh: blocks C. jejuni PglD acetyltransferase activity; purified PglD enzyme, DTNB colorimetric CoA detection; inhibition, % at 12.5 µM; hit rate 0.098% among 360,000; AID 602405; in the data active means inhibition above about 16%, passing the limit was not always enough; inconclusive means no clear call, values can overlap the other calls; further: strong numbers were not always called active
# LGR2 inh: blocks bursicon-induced cAMP signaling via Drosophila LGR2; HEK293 LGR2, CRE-luciferase, bursicon-stimulated, 4 h; inhibition, % at 9.99 µM; hit rate 0.35% among 380,000; AID 720647;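 active means drop in luminescence signal, shown as inhibition above about 50% in the replicate tests, limit read from the data, passing the limit was not always enough; inconclusive means probably only some replicates passing the limit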;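 further: agonist challenge used bursicon conditioned medium at about half maximal strength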
# PGC1a acetyl inh: lowers PGC1a acetylation signal in U2OS cells; AlphaScreen anti-acetyl-lysine; with virally co-expressed GCN5 acetyltransferase; inhibition, % at 15.6 µM; hit rate 0.17% among 350,000;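 active means every replicate shows inhibition of at least 40%; inconclusive means mean inhibition at least 40% but some replicate below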;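 further: 0% = neutral control wells and 100% = positive control wells; some results beyond the cut were filed as inactive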
# FN deposition inh: fibronectin deposition inhibition. AH1F fibroblasts, Alexa488-fibronectin deposition fluorescence, overnight. inhibition, % at 12.6 µM. hit rate 0.086% among 350,000. AID 743247;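 active means mean inhibition across replicates of 30% or more, regardless of how many single replicates reach that level; inconclusive means mean under 30% yet at least half of replicates reach 30%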;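 further: positive control wells lacked labelled fibronectin entirely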
#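 test system = AH1F fibroblasts assembling fluorescent fibronectin matrix | quantity = 10000 AH1F cells per well | buffer or medium = DMEM plus 2% serum, read in PBS | doses = single dose, pinned | incubation = 1 h cell attachment, overnight exposure to compound and label | detection = fluorescence at 485 nm excitation, 525 nm emission | read-out basis = inhibition from reduced deposited-fibronectin fluorescence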
# PAX8 reporter: inhibitors of PAX8 transcriptional activity in RMG-I cells; RMG-I TPO-luciferase reporter, SteadyGlo, 24 h; inhibition, % at 12.6 µM; hit rate 1.2% among 360,000; AID 652154;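 active means mean replicate inhibition at least 60% with every replicate also reaching 60%; inconclusive means only one of the two criteria is met; inactive means mean below 60% and not all replicates reaching 60%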;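 further: luciferase light reporting Pax8 driven TPO promoter activity; plate controls were median of neutral control wells for no effect and mitoxantrone controls for full effect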
# * = called active by the depositor; ? = inconclusive; . = no result given.
# Screens in order: EWS-Fli block	ERAP1 inh	S100A4 inh HTS	PglD inh	LGR2 inh	PGC1a acetyl inh	FN deposition inh	PAX8 reporter
- COc1ccc(NC(=O)N(C)C[C@H]2Oc3c(NS(=O)(=O)c4ccc(C)cc4)cccc3C(=O)N([C@H](C)CO)C[C@@H]2C)cc1
→ -3	0	1	-3	-10	15	.	11
- CNC[C@@H]1Oc2ccc(NC(=O)Nc3cccc4ccccc34)cc2C(=O)N([C@@H](C)CO)C[C@@H]1C
→ -4	3	14	-1	-26	3	.	.
- COc1ccc(S(=O)(=O)N(C)C[C@@H]2Oc3ccc(NC(=O)Nc4ccccc4)cc3C(=O)N([C@@H](C)CO)C[C@H]2C)cc1
→ -1	3	1	-4	-2	0	.	.
- COn1c2c(c3c4nonc4ccc31)CCCC2
→ -6	-3	-1	3	11	-7	.	.
- O=C(NCc1ccc(Cl)cc1)C1CCN(C(=O)Cc2ccccc2)CC1
→ 10	2	1	-1	-6	3	3	.
- Clc1ccc(-c2nnc(-c3ccc(Br)cc3)c(N3CCSCC3)n2)cc1
→ .	.	.	2	.	-32	-15	-9
- Cc1nn(-c2ccccc2)c(Cl)c1/C=C/C(=O)c1ccc(O)cc1
→ -23	1	-1	.	6	.	0	-26
- CCC(=O)N1[C@H](CO)[C@H](c2ccc(C3=CCCC3)cc2)C12CN(C(=O)COC)C2
→ 0	3	13	.	-2	1	-10	.
- O=C(C[C@H]1C[C@@H]2c3cc(NC(=O)Nc4ccccc4)ccc3O[C@@H]2[C@H](CO)O1)NCc1ccccn1
→ -6	-4	13	0	-2	-2	-1	-6
- N=Nc1c(O)n(CC(=O)Nc2ccccc2)c2ccccc12
→ 8	0	-1	-11	4	.	-5	7
- C[C@@H]1CN([C@H](C)CO)C(=O)c2cc(NC(=O)c3ccccc3)ccc2O[C@@H](C)CCCCO[C@@H]1CN(C)Cc1ccccc1
→ 5	.	.	-1	-4	3	19	-1
- C[C@H]1CN([C@@H](C)CO)S(=O)(=O)c2ccc(C#Cc3ccccc3F)cc2O[C@@H]1CN(C)C
→ 1	0	-10	-2	.	13	3	.
- O=C(Cc1ccccc1[N+](=O)[O-])NNC(=O)c1cccs1
→ -6	-1	-8	-3	4	7	1	-13
- Cc1ccccc1S(=O)(=O)NC(=O)C1(C)CCN1C(=O)C1CCCCC1 (stereo unspecified)
→ -9	5	3	7	-25	.	10	-6
- CC(=O)NS(=O)(=O)c1ccc(N2C(=O)c3ccccc3C2=O)cc1
→ 0	-4	6	.	-9	.	-9	-8
- O=[N+]([O-])c1ncc(Br)cc1Nc1ccccc1
→ 5	6	3	.	1	-9	-10	-70
- O=C(CSc1nccn1Cc1ccco1)Nc1ccccc1
→ -13	-1	8	-5	5	.	1	-53
- CCOc1ccc(S(=O)(=O)N(C)CC(=O)N2CCCC2)cc1
→ -8	1	4	5	10	10	6	5
- Cn1c(=O)c2cc(NC(=O)Cc3ccccc3F)ccc2n1C/C=C/c1ccccc1
→ -8	-2	6	4	-14	.	2	-34
- O=C(C[C@H]1C[C@H](C(=O)N2CCCCC2)[C@@]2(CCc3ccccc3)c3[nH]c4cc(-c5ccco5)ccc4c3CCN2C1=O)NCc1cccc(C(F)(F)F)c1
→ 15	-1	-40	1	0	.	-5	26
- Cc1cccc(C(=O)Nc2cccc(C(=O)N/N=C/c3ccc4c(c3)OCO4)c2)c1
→ -47	1	8	0	-34	.	1	-69
- CN(C)c1ccc(/C=N/n2c(-c3ccccc3Br)n[nH]c2=S)cc1
→ 24	6	-6	-8	8	19	-12	-6
- CCc1noc(C)c1C(=O)N1CCSC1=Nc1cccc(Cl)c1C
→ -6	-4	-6	-1	4	.	-12	3
- CSc1ccc(/C=N/NC(=O)c2ccc(O)cc2)cc1
→ -142	-1	1	.	-57	.	4	28
- C#CCn1ccc(O)c(Cc2ccccc2)c1=O
→ 2	-5	-3	2	-1	.	12	-12
- CN(Cc1ccccc1)C(=O)c1ccccc1-c1ccccc1
→ 11	-1	-3	1	21	.	0	7
- Cc1c(CC(=O)N2CCC(O)CC2)c(=O)oc2cc3c(cc12)CCC1(CCCCC1)O3
→ -15	3	-15	-1	-7	-2	-7	-10
- C[C@H]1CN([C@@H](C)CO)S(=O)(=O)c2ccc(-c3cccnc3)cc2O[C@@H]1CN(C)C(=O)C1CCC1
→ -10	2	7	1	4	12	-6	.
- CCn1c(SCC(=O)NCc2ccc(F)cc2)nc2c(c1=O)SC(C)C2 (stereo unspecified)
→ 2	-1	6	-2	0	6	4	-6
- CC(=O)Nc1ccc(S(=O)(=O)NCC(=O)NNC(=O)c2csc(N3CCOCC3)n2)cc1
→ -7	-2	-9	-4	-2	3	-1	-17
- CCN(CC1CCCN(CCc2cccc(OC)c2)C1)C(=O)C=C(C)C (stereo unspecified)
→ 8	2	1	-2	0	1	2	-10
- CC12CCC(C(=O)NCc3ccccn3)(OC1=O)C2(C)C (stereo unspecified)
→ .	.	4	-9	.	3	2	.
- Oc1cccc(/C=N/NC(=S)NCCN2CCOCC2)c1O
→ 10	2	8	.	-1	-8	2	11
- Cc1cccc(OCC(=O)NCCCNC(=O)c2ccco2)c1
→ 1	0	-3	4	9	.	-1	1
- O=C(c1cccc(Cl)c1)C1CCCN(S(=O)(=O)c2ccccc2)C1 (stereo unspecified)
→ .	-1	-1	-3	14	.	.	15
- Cc1ccc(S(=O)(=O)Nc2ccc3c(c2)C(=O)N([C@H](C)CO)C[C@@H](C)[C@H](CN(C)Cc2ccc(Cl)c(Cl)c2)OCCCC[C@@H](C)O3)cc1
→ -9	-1	-3	.	3	3	0	?
- CN1CCN(NC(=O)CN2C(=O)/C(=C/c3ccccc3Cl)SC2=S)CC1
→ 11	3	-100	-5	-4	7	.	.
- N#Cc1ccc(CN2CCN(C(=O)CC(NC(=O)c3ccccc3)c3ccccc3)CC2)cc1 (stereo unspecified)
→ 11	-7	-2	3	8	.	3	24
- CCOC(=O)Cc1[nH]nc2c1C(Cc1ccccc1)C(C#N)=C(N)O2 (stereo unspecified)
→ 1	.	-7	-6	.	-3	0	10
- O=C(Nc1ccc(Cl)cc1F)C1CC1c1ccccc1 (stereo unspecified)
→ -37	1	-7	5	-23	-4	-7	0
- O=C(NCCCN1CCOCC1)c1ccc(/C=C2\Oc3ccccc3N(Cc3ccccc3F)C2=O)cc1
→ .	4	-17	-2	3	-14	10	17
- COc1cccc(NC(=O)CN2C(=O)c3cccnc3Oc3ccc(Cl)cc32)c1
→ 3	-1	-1	5	3	.	-1	25
- Cc1ccc(NC(=O)CCNC(=O)c2ccc(Br)cc2)nc1
→ .	-1	-3	0	9	-9	.	-24
- CC(C)n1c(=O)c2ccccc2n1C(=O)c1ccccc1
→ -3	0	-1	-1	-13	-7	5	-8
- NC(=O)c1ccc(NC(=O)COC(=O)c2ccc(Cl)nc2)cc1
→ 1	-1	7	1	7	12	-4	6
- COC(=O)C[C@H]1C=C[C@H](NS(=O)(=O)c2ccccc2F)[C@@H](CO)O1
→ 9	3	-55	3	22	5	4	14
- Cc1sc2c(c1C)c(=O)n(-c1cccc(C(F)(F)F)c1)c(=O)n2CC(=O)NCc1ccco1
→ .	.	.	1	.	7	-3	4
- COc1cccc(CN(C(=O)c2ccccc2Cl)C2CCS(=O)(=O)C2)c1 (stereo unspecified)
→ -6	-2	2	-1	-2	-4	-24	8
- Cc1cccc(NC(=O)C(C)SCc2nc3sc(C)c(C)c3c(=O)[nH]2)n1 (stereo unspecified)
→ 1	0	0	2	-7	.	.	-16
- N#Cc1sc2nc(-c3cccs3)cc(-c3ccc(F)cc3)c2c1N
→ .	.	.	-5	0	11	-3	6
- CCCNC(=O)N1CC2(C1)CN(C(=O)Nc1ccc(F)cc1)[C@@H](CO)c1[nH]c3cc(OC)ccc3c12
→ 2	0	1	.	-9	0	3	.
- COC(=O)C[C@H]1CC[C@@H]2[C@H](COc3ccc(NC(=O)Nc4ccc(C#N)cc4)cc3C(=O)N2C)O1
→ 23	0	-1	0	-16	-1	-4	1
- C[C@@H]1CN([C@@H](C)CO)C(=O)c2cc(NC(=O)Nc3ccc(F)cc3)ccc2O[C@@H]1CN(C)C(=O)Nc1cccc2ccccc12
→ 16	3	10	2	2	-2	10	75*
- CCCc1c(C(=O)Nc2ccc(N3CCOCC3)cc2)cnn1-c1ccccc1
→ 9	-4	-7	.	6	1	-3	45
- COc1ccc(CCn2c(NN=C3CCCC3)nc3c2c(=O)[nH]c(=O)n3C)cc1
→ 8	-3	-3	-3	.	13	-7	23
- C[C@H]1CN([C@@H](C)CO)C(=O)c2cc(-c3ccc(C#N)cc3)cnc2O[C@@H]1CN(C)C(=O)Nc1ccc(C(F)(F)F)cc1
→ 7	-4	51	0	-16	17	-6	13
- COCC#Cc1ccc2c(c1)O[C@@H](CN(C)C(=O)NC(C)C)[C@@H](C)CN([C@@H](C)CO)S2(=O)=O
→ -2	2	7	-3	-3	8	-4	.
- O=C(O)/C=C/c1ccc(OCc2cccc(F)c2)cc1
→ 11	0	4	-5	6	-2	10	1
- CCOc1ccc(CCNC(=O)COC(=O)Cn2cnc3c2c(=O)n(C)c(=O)n3C)cc1OCC
→ -1	48*	-4	-6	21	.	-2	-1
- COc1ccc(CC(=O)NNC2=Nc3cccc4cccc2c34)cc1OC
→ 1	3	1	.	2	.	-4	-5

# 2 entries picked at random from the list so far, as already listed:
# Screens in order: EWS-Fli block	ERAP1 inh	S100A4 inh HTS	PglD inh	LGR2 inh	PGC1a acetyl inh	FN deposition inh	PAX8 reporter
- C[C@H]1CN([C@@H](C)CO)C(=O)c2cc(-c3ccc(C#N)cc3)cnc2O[C@@H]1CN(C)C(=O)Nc1ccc(C(F)(F)F)cc1
→ 7	-4	51	0	-16	17	-6	13
- Cc1sc2c(c1C)c(=O)n(-c1cccc(C(F)(F)F)c1)c(=O)n2CC(=O)NCc1ccco1
→ .	.	.	1	.	7	-3	4

# Next results.
# Screens in order: EWS-Fli block	ERAP1 inh	S100A4 inh HTS	PglD inh	LGR2 inh	PGC1a acetyl inh	FN deposition inh	PAX8 reporter
- Nc1ncc2c(n1)CCN(c1ccc([N+](=O)[O-])cc1)C2
→ 4	0	29	-1	-8	2	2	18
- CC1CCC(NC(=O)CCCCn2c(=O)[nH]c3ccsc3c2=O)CC1 (stereo unspecified)
→ 3	-1	6	-2	4	-5	-1	-5
- Cc1cc(-c2ccccc2)n2ncc(C#N)c2n1
→ -6	1	15	-2	-15	3	2	-8
- COc1ccc(/C=C2\Sc3ccc(C(=O)NCCN4CCCCCC4)cc3N(C)C2=O)cc1
→ 11	-1	-5	-6	-9	-3	-14	-5
- O=C(OCC1OC(n2cnc3c(N(C(=O)c4ccccc4)C(=O)c4ccccc4)ncnc32)C(O)C1F)c1ccccc1 (stereo unspecified)
→ -4	-9	-1	-4	3	-8	.	.
- CO[C@@H]1CN(C)C(=O)c2ccc(NS(=O)(=O)c3ccc(C)cc3)cc2OC[C@H](C)N(Cc2nccs2)C[C@@H]1C
→ 0	0	-2	2	-23	3	4	5
- C[C@H]1CN([C@@H](C)CO)C(=O)c2cc(NC(=O)Cn3cnnn3)ccc2O[C@H]1CN(C)S(=O)(=O)c1cccs1
→ -3	-2	-53	-5	3	11	4	.
- O=C(CCc1nnc(-c2ccc3c(c2)OCO3)o1)NCCc1ccccc1F
→ .	-2	-11	-5	-2	4	6	-10
- CN(Cc1ccccc1)CC1CC(c2ccccc2)OC(c2ccc(NC(=O)CCCCCCC(=O)O)cc2)O1 (stereo unspecified)
→ 4	1	3	-3	.	6	.	-10
